Assay outcomes: PubChem BioAssay, several laboratories
PvdQ inh: P. aeruginosa PvdQ acylase inhibitors, primary screen, biochemical, fluorescence, plate reader and imaging, single point; PvdQ acylase [Pseudomonas aeruginosa LESB58]; purified PvdQ acylase; 340,000 tested, 0.063% active; inhibition, % at 10 µM; in the data active = inhibition above about 30%, passing the limit was not always enough; inconclusive = no clear call, values can overlap the other calls;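 note: 0% = vehicle neutral wells and 100% = reference inhibitor wells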
NSD2 HMT inh: NSD2 histone methyltransferase inhibitors, primary screen, biochemical, AlphaScreen, single concentration, set 2; inhibition, % at 12.5 µM; AID 743445, 2014; Histone-lysine N-methyltransferase NSD2 (Homo sapiens), O96028; 310,000 tested, 0.54% active; NSD2 peptide methylation, 120 min; in the data active = inhibition above about 50%
Target sequence (O96028 whole entry, looked up): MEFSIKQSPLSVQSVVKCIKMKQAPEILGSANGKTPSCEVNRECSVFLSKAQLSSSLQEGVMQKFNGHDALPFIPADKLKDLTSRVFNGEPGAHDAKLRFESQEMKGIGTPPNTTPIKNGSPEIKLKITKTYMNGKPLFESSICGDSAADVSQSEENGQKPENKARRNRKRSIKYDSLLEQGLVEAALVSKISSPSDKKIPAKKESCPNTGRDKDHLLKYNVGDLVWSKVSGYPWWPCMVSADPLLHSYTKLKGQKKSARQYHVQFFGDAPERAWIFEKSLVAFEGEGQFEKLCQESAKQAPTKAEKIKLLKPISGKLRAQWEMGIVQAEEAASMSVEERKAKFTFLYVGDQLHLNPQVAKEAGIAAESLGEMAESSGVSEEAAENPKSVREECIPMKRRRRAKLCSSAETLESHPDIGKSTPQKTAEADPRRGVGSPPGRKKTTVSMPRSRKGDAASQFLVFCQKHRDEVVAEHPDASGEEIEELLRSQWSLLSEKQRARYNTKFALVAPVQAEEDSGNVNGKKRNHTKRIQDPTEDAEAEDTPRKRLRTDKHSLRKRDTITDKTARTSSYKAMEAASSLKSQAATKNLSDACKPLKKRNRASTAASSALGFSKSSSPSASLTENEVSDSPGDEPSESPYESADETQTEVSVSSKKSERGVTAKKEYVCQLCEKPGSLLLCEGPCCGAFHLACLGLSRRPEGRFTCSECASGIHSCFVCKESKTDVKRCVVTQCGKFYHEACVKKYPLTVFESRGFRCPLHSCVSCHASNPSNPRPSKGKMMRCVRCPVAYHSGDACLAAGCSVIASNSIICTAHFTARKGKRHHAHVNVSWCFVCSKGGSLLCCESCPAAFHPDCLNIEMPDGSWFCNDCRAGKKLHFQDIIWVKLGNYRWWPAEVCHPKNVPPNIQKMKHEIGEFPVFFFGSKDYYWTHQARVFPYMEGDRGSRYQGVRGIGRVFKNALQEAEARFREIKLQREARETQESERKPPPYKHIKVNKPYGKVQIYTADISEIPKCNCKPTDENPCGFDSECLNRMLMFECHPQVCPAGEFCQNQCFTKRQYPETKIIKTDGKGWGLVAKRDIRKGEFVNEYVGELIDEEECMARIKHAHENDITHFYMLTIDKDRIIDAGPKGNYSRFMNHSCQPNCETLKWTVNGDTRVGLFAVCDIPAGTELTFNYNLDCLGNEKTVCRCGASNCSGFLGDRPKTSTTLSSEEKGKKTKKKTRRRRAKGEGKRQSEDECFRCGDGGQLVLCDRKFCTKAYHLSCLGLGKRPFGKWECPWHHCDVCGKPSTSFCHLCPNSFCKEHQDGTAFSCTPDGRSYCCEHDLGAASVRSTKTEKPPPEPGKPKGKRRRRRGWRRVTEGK
Wnt act: Wnt/beta-catenin pathway activators, primary screen, cell-based, plate reader, single point; activation, % at 9.35 µM; AID 743398, 2014; 300,000 tested, 1.2% active; Wnt/beta-catenin reporter cell assay, activator; in the data active = activation above about 30%, passing the limit was not always enough; inconclusive = no clear call, values can overlap the other calls;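 note: 0% = neutral control wells and 100% = positive control wells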
HTR5A ag ctr: HTR5A agonists in luminescence cell assay, primary screen, counter-screen for OPRM1-OPRD1 heterodimer agonist project, full-deck HTS. 5-hydroxytryptamine receptor 5A (Homo sapiens), P47898. cell-based. activation, % at 9.3 µM. 340,000 tested, 0.61% active; in the data active = activation mostly above about 9.5%, no sharp cut-off; inactive = mostly below about 7.6%;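 note: 0% = cells with vehicle only and 100% = reference agonist; strong numbers were not always called active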
HTR5A inv ag: HTR5A inverse agonists in luminescence cell assay, primary screen, counter-screen for OPRM1-OPRD1 heterodimer inverse agonist project, full-deck HTS | HTR5A cell line, inverse agonism | 340,000 tested, 0.083% active | inhibition, % at 9.3 µM | AID 504634, 2011; in the data active = inhibition mostly above about 23%, no sharp cut-off; inactive = mostly below about 18%;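 note: 0% = cells with DMSO and 100% = no-cell wells with DMSO; some compounds called inactive have numbers as strong as hits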
SR-BI HDL uptake: inhibitors of SR-BI mediated HDL lipid uptake, primary screen, ldlA[mSR-BI] cells, fluorescence, single point. Scavenger receptor class B member 1 (Mus musculus), Q61009. ldlA[mSR-BI] CHO cells, DiI-HDL uptake fluorescence, 3 h. inhibition, % at 12.5 µM. 320,000 tested, 0.96% active. AID 488896, 2010;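 active = mean replicate inhibition of at least 70% and a set share of replicates each scoring 70 or more; inconclusive = meets just one of the two criteria; inactive = fails both criteria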;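 note: 0% = median of neutral control wells and 100% = median of positive control wells; values of inactives mirror those of a sister screen read the other way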
V-ATPase pHluor: regulators of yeast V-ATPase proton pumping, primary screen, pHLuorin cytosolic pH fluorescence; S. cerevisiae; response, % at 10 µM; 350,000 tested, 0.37% active; AID 504577, 2011; in the data active = response mostly above about 7.3%, no sharp cut-off; inactive = mostly below about 5.4%; note: actives read high; inactives centre near 0; some compounds called inactive have numbers as strong as hits; reference of the scale not given here
CDK5 inh: inhibitors of human CDK5/p35 kinase, primary screen, biochemical, single concentration | Cyclin-dependent kinase 5 (Homo sapiens) + Cyclin-dependent kinase 5 activator 1 (Homo … | Recombinant CDK5/p35, ADP-Glo luminescence, 60 min | inhibition, % at 10 µM | 330,000 tested, 0.01% active | AID 488839, 2010;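 active = highest replicate inhibition of at least 50% and at least 75% of replicates reaching 50%; inconclusive = only one of the two criteria met; inactive = both criteria failed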;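 note: plate controls were DMSO neutral control for no effect and GW8510 at 10 µM for full effect; many of its hits are not listed in these tables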
dFosB act: activators of delta FosB homodimer, primary screen, biochemical, fluorescence polarization, TAMRA-CDK5 oligo, single point; purified delta FosB; percent of positive-control signal above neutral wells; 340,000 tested, 0.99% active; AID 493131, 2011; activation, % at 25 µM;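 active = mean activation above about 17%, with every replicate also reaching it, limit read from the data, passing the limit was not always enough; inconclusive = only one of the two conditions met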;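 note: fluorescence polarization rise as delta FosB binds a TAMRA Cdk5 AP-1 oligo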
MITF act: activators of MITF-driven TRPM1 promoter reporter, primary screen, cell-based, SK-MEL-5, luciferase, single point; SK-MEL-5 TRPM1-promoter luciferase, 24 h; % of positive control, neutral wells = 0; activation, % at 12.5 µM; 300,000 tested, 0.75% active; AID 588334, 2011;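 active = mean activation of at least 80% with every replicate also reaching 80%; inconclusive = mean reaches 80% but some replicate falls short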;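 note: 0% = neutral control wells and 100% = parthenolide positive control wells; values of inactives mirror those of a sister screen read the other way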
* marks the source's active call; other numbers are inactive results; ? = inconclusive; . = not tested or not shown.

SMILES	PvdQ inh	NSD2 HMT inh	Wnt act	HTR5A ag ctr	HTR5A inv ag	SR-BI HDL uptake	V-ATPase pHluor	CDK5 inh	dFosB act	MITF act
O=C(Nc1ccc(Br)cc1F)c1ccc2nsnc2c1	2	-3	21	3	-14	17	4	-0.7	?	129*
Cc1nn(C)c(Oc2ccccc2)c1CCNS(=O)(=O)c1ccc(Cl)cc1	-11	-4	-4	-1	-22	9	1	-0.2	-10	.
COc1cccc(CNC(=O)C(=O)NCC2CCCO2)c1 (stereo not drawn)	0	1	.	14*	-30	16	-1	-0.1	4	4
CC(=O)Nc1cccc(-c2nnc(SCC(=O)N3CCCCC3)n2C)c1	0	0	3	-5	12	-8	-5	-1.6	-7	6
COc1cccc(N2CCc3c(C)nc4ccc(Cl)cc4c32)c1	-17	-54	-4	3	-11	17	2	-0.7	-1	.
COc1ccc(C(C)=O)cc1COC(=O)c1ccc(S(=O)(=O)N(C)C)cc1	-5	-1	-1	2	11	.	-1	-0.5	-16	7
CSc1ccc(-c2c(C#N)c(N)nc3c2CCCC3)cc1	-12	-1	.	3	8	-4	-2	-0.4	7	.
C/C(=N\NC(=O)Cc1cccn1C)c1ccco1	-3	2	2	-1	-10	3	3	-0.6	1	.
COc1ccc(CNC(=O)CN(C(=O)c2csnn2)c2ccc3c(c2)OCCO3)cc1	-13	-1	-1	0	-1	-17	5	0.5	-1	14
CC(=O)Nc1c(Cl)c(Cl)c2c(c1Cl)C(=O)c1cc(Cl)ccc1-2	-11	2	3	-1	5	19	0	1.6	-4	-25
Cc1ccc(Nc2nnc(SCC(=O)Nc3cccc(S(=O)(=O)N4CCCCC4)c3)s2)cc1	15	5	2	4	-15	2	-3	-1.5	-7	47
O=C(CSc1ncn[nH]1)NC12CC3CC(CC(C3)C1)C2	-67	0	.	-1	4	-27	0	-0.7	0	-3
CCC(C)(C)NC(=O)c1sccc1Oc1ccc(F)cc1[N+](=O)[O-]	-12	5	-3	1	-3	12	5	1.8	-3	11
O=C(CN(c1ccc2c(c1)OCCO2)S(=O)(=O)c1ccccc1)NCc1ccco1	-15	2	.	2	10	2	6	-2.3	-9	12
Cc1sc2ncnc(N3CCC(C)CC3)c2c1C	-5	0	.	0	-10	.	-2	1.7	3	-6
Cc1cccc(NC(=O)C2CCCN(S(=O)(=O)c3cccc4cccnc34)C2)c1 (stereo not drawn)	3	.	-3	0	1	20	3	-0.1	-9	.
CC(OC(=O)c1cccs1)C(=O)NCCc1ccccc1 (stereo not drawn)	14	-5	-1	0	1	-25	-1	0.3	-5	-10
Cc1sc2nc(CSC(C)C(=O)Nc3ccc(C#N)cc3)[nH]c(=O)c2c1C (stereo not drawn)	-10	-1	-2	-2	6	19	-6	-0.7	-10	-5
O=C(NCCn1ccc2ccccc21)c1cccc([N+](=O)[O-])c1	-2	-7	-1	-2	-13	9	-2	-4.6	-5	12
COc1ccc(CCNC(=S)N2CCN(S(=O)(=O)c3cccc(F)c3)CC2)cc1	-10	-2	-4	3	-7	1	7	0.4	-1	-5
CCC1CCCCN1CCCNC(=O)C1CCCN(c2nn3c(=O)cc(C)nc3s2)C1 (stereo not drawn)	-24	3	0	-1	-29	-4	-1	.	2	8
NS(=O)(=O)c1ccc(Cl)c(C(=O)Nc2ccccc2[N+](=O)[O-])c1	-3	-2	-2	-2	5	-2	-1	-1.0	3	-8
CCCCNC(=O)c1cccc(C(=O)NCCCC)c1	-10	3	.	-3	-20	-8	-3	-0.4	-4	-6
CCCN(CCC)CCCNS(=O)(=O)c1cc(Br)cc2c1N(C(C)=O)CC2	-10	19	.	7	3	8	2	-1.1	-13	0
COc1ccc(S(=O)(=O)Oc2ccc(C(=S)N3CCOCC3)cc2OC)cc1	-3	2	-1	4	-15	-9	6	-0.2	2	-8
Fc1ccccc1-c1cc2ccccc2cn1	-17	.	36*	10	-29	-22	0	-0.8	3	55
CC(=O)Nc1cccc(-c2csc(NCc3ccccc3)n2)c1	15	0	1	0	-1	25	8	2.1	-5	18
Cc1cccc2cc(CN(Cc3ccc(F)cc3)C(=O)N3CCOCC3)c3nnnn3c12	-16	0	1	-1	1	-12	-1	-1.4	0	.
N#Cc1cc2c(nc1SCC(=O)Nc1sc3c(c1C#N)CCC3)CCCC2	9	-1	10	-2	20	58	0	1.2	0	61
CC(C)c1ccc(Nc2nc(Cl)nc(NCc3ccco3)n2)cc1	-8	.	0	-3	9	9	2	-3.7	9	0
CSc1ccccc1OCc1cc(C(=O)NC2CCOC(C)(C)C2)no1 (stereo not drawn)	2	0	0	6	-14	9	-4	0.6	-8	12
COc1ccc2cc(C(C)C(=O)OC(C)C)ccc2c1 (stereo not drawn)	-19	.	6	5	-6	0	-1	-3.0	-10	37
O=C1CN(C(=O)COc2ccc(F)cc2Br)c2ccccc2N1	-16	2	2	-3	8	13	-2	0.7	-11	1
C=C1C2(C(=O)Nc3nccs3)CCC(C2)C1(C)C (stereo not drawn)	5	3	-3	4	-10	15	-1	-0.8	0	-1
O=C(Nc1ccccc1)N1N=CCC1c1ccccc1 (stereo not drawn)	-11	5	0	-1	2	-5	3	-0.7	5	13
CCN(C(=O)c1cn(CC)c(=O)c2cc(OC)c(OC)cc12)c1ccccc1C	0	-2	3	4	-2	0	-2	-0.3	-2	-4
CSc1ccc(S(=O)(=O)N2CCC(C(=O)Nc3ccc(C(N)=O)cc3)CC2)cc1	-3	1	10	4	1	-20	0	-0.5	?	-7
N#Cc1ccc(NC(=O)COC(=O)CCc2nc3ccccc3c(=O)[nH]2)cc1	-14	0	-1	3	-8	.	1	-4.8	-6	1
O=C(Nc1ccc(-c2nc3ccccc3s2)cc1)C1=COCCO1	-7	0	.	3	-10	15	2	2.6	-9	-42
C=CCOC(=O)C1=C(C)Nc2ncnn2C1c1cccs1 (stereo not drawn)	2	-2	.	4	1	-19	5	-0.7	7	-10

Among those listed so far, these contain a furan ring, fused or not.
SMILES	PvdQ inh	NSD2 HMT inh	Wnt act	HTR5A ag ctr	HTR5A inv ag	SR-BI HDL uptake	V-ATPase pHluor	CDK5 inh	dFosB act	MITF act
C/C(=N\NC(=O)Cc1cccn1C)c1ccco1	-3	2	2	-1	-10	3	3	-0.6	1	.
O=C(CN(c1ccc2c(c1)OCCO2)S(=O)(=O)c1ccccc1)NCc1ccco1	-15	2	.	2	10	2	6	-2.3	-9	12
CC(C)c1ccc(Nc2nc(Cl)nc(NCc3ccco3)n2)cc1	-8	.	0	-3	9	9	2	-3.7	9	0

Going on with the list:
SMILES	PvdQ inh	NSD2 HMT inh	Wnt act	HTR5A ag ctr	HTR5A inv ag	SR-BI HDL uptake	V-ATPase pHluor	CDK5 inh	dFosB act	MITF act
CCOc1ccc(N2C(=O)CC(N(CCc3ccc(S(N)(=O)=O)cc3)C(C)=O)C2=O)cc1 (stereo not drawn)	11	0	0	0	0	2	-3	-0.2	6	12
CCOc1cc(OCC)cc(C(=O)O)c1	-7	1	.	2	-6	-13	1	-1.1	1	.
CN(c1ccc(OCC(=O)NC2=NCCS2)cc1)S(=O)(=O)c1ccc(F)cc1	-8	2	3	-1	3	.	0	0.9	-7	13
Cc1nn(C(C)(C)C)c(OC(=O)CC(C)C)c1S(=O)(=O)c1ccccc1	3	-2	-2	-2	6	19	2	0.5	-2	8
COc1cccc(/C=C(\C(=O)O)c2ccccc2)c1	-7	8	-1	3	-7	-16	-2	3.3	6	10
CCCCN1CCc2c(c3ccccc3n2Cc2ccccc2)C1	-18	13	0	-1	5	4	7	0.8	-5	4
O=C(/C=C/Nc1ccccc1Br)c1ccccn1	1	4	.	2	20	7	5	5.4	-2	-76
COc1cccc(CNC(=O)COc2cccc(-n3cnnn3)c2)c1	-3	5	0	-1	23	-2	-3	2.0	-5	7
Cc1ccc(S(=O)(=O)N2CCCCC2C(=O)Nc2nncs2)cc1 (stereo not drawn)	-9	-1	5	1	16	.	-3	2.4	-6	-6
CC(C)c1ccc(C2(C)NC(=O)N(CC(=O)NCC3COc4ccccc4O3)C2=O)cc1 (stereo not drawn)	-14	0	-4	1	-3	6	0	0.8	-19	-22
CN(C)c1ccc(CNC(=O)C2CCN(S(=O)(=O)c3ccc4c(c3)CCCC(=O)N4)CC2)cc1	-20	6	2	0	-1	-20	3	1.0	4	-8
CCCCC1(CC(=O)OCC)C(=O)N(c2ccccc2)N(c2ccccc2)C1=O	3	-7	-1	-7	17	-5	-1	-0.6	-3	-1
O=C(CN1C(=O)C2CC=CCC2C1=O)NC1=NCCS1 (stereo not drawn)	2	.	-5	-4	5	-13	-1	-3.1	0	12
O=C(O)c1ccc(Nc2nc(-c3ccccc3)c3ccccc3n2)cc1	-3	10	0	-3	9	-3	-68	1.7	-4	4
O=C(CSc1ccc2nnc(CCNC(=O)c3ccccc3)n2n1)NCCc1ccccc1	-4	-2	-1	5	-18	-24	0	0.7	-3	9
CC(=O)Nc1cc(C(F)(F)F)ccc1OCCOc1ccccc1	-15	-4	.	-5	11	7	-1	-0.6	-9	8
NS(=O)(=O)c1ccc(N/N=C/C=C/c2ccccc2[N+](=O)[O-])cc1	-6	5	25	1	-4	48	2	-0.2	-6	64
O=C(O)CCC(=O)OCCc1cc2ccccc2c(=O)o1	3	.	7	4	-20	-14	0	0.1	-7	5
CCN(C(=O)Cc1c(C(=O)O)n(C)c2ccccc12)c1cccc(C)c1	-15	-2	0	1	-5	1	0	-0.6	2	-6
O=C(CCCN1C(=O)/C(=C/c2ccccc2)SC1=S)Nc1ccc(C(=O)O)c(O)c1	-12	55*	-1	-3	13	28	-1	-0.8	-4	15
O=C(O)c1c2c(nc3ccc(S(=O)(=O)N4CCC(C(=O)NC5CCCC5)CC4)cc13)CCCCC2	7	.	-2	5	-13	-19	2	-1.0	1	.
COc1ccccc1OC(C)C(=O)O (stereo not drawn)	-16	0	.	-3	-6	-30	5	-0.1	1	-14
O=c1c2ccccc2[nH]c(=S)n1Cc1cccs1	-10	-3	1	-5	12	14	1	0.3	1	-1
Cc1cc(C)c(C(N)=O)c(SCC(=O)c2cc(C)n(-c3cc(C)on3)c2C)n1	-7	-1	-8	5	-13	-11	-1	1.1	-3	-17
CC(CCc1ccccc1)NC(=O)C(C)OC(=O)c1ccco1 (stereo not drawn)	-6	-3	-3	-1	-8	-38	9	0.9	-3	-3
COc1cc2c(cc1OC)C1CC(=O)C(CC(C)C)CN1CC2 (stereo not drawn)	1	0	2	2	-20	-2	3	0.6	-9	2
Cc1cc(C)c2c(CN3CCC(C)CC3)cc(=O)oc2c1C	-15	-3	-1	0	-1	-7	-5	-1.3	-10	6
